Screening data (PubChem BioAssay)
HKDC1 inhibitor: blocks human hexokinase HKDC1 activity; Q2TB90; recombinant HKDC1, G6PDH/diaphorase resazurin coupled fluorescence; inhibition, % at 20 µM; actives 0.16% (n = 340,000); AID 493160;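 active = inhibition above about 35% when tested at 20 µM, limit read from the data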;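 also: plate controls were DMSO wells with enzyme for no effect and DMSO wells lacking enzyme for full effect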
Target sequence (Q2TB90 whole entry, looked up): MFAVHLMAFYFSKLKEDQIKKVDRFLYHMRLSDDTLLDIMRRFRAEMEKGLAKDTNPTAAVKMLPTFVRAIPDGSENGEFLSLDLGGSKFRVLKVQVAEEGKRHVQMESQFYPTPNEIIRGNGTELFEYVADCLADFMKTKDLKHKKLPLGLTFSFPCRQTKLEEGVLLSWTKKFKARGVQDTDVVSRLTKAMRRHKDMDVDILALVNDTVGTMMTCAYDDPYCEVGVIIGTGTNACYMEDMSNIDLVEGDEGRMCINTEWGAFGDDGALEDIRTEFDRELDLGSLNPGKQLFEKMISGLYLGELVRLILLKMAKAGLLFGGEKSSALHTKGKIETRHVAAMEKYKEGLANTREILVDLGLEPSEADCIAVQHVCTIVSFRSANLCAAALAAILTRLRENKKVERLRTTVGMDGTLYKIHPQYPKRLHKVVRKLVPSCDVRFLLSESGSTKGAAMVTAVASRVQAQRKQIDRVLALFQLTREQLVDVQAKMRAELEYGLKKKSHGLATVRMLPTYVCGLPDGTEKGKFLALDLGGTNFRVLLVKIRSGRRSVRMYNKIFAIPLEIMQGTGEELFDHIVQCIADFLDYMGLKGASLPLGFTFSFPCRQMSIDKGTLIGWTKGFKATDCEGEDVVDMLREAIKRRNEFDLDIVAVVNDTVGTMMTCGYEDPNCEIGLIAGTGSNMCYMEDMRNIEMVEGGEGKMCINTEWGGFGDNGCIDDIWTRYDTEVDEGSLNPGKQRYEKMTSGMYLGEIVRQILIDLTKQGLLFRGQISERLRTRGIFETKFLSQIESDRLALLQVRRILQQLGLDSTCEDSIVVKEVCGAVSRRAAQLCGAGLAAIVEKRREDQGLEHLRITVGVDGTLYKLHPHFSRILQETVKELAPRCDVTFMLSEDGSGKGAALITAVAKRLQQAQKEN
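Material: recombinant HKDC1 hexokinase; Amount: HKDC1 at 5 µg/mL; Medium: Tris pH 8.0 buffer with MgCl2, Tween-20, BSA, BME; Schedule: 90 min reaction incubation at room temperature, dark; Technique: coupled resazurin fluorescence, excitation 525 nm, emission 613 nm.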
Apaf-1 inh: human Apaf-1 inhibition. actives 0.71% (n = 330,000). O14727. reconstituted apoptosome caspase-3 activity, DEVD-Rh110 fluorescence. inhibition, % at 20 µM; active = inhibition of at least 40% at 20 µM;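 also: plate controls were DMSO wells for no effect and DEVD-CHO caspase inhibitor wells for full effect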
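Material: reconstituted apoptosome with Apaf-1, cytochrome c, caspase-9, procaspase-3, dATP; medium: pH 7.5 Hepes buffer with CHAPS, BSA, DTT; also added: cytochrome c and DEVD-Rh110 substrate; timing: 30 min plus 50 min, RT; signal: Rh110 fluorescence intensity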
Gli-Sufu block: antagonists of Gli-Sufu signaling | Sufu-KO-LIGHT fibroblasts, Gli luciferase reporter luminescence | inhibition, % at 5 µM | actives 0.74% (n = 340,000);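 active = inhibition above about 55%, limit read from the data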;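 also: 0% = DMSO-treated cells and 100% = wells with medium but no cells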
SENP7 block: inhibitors of human SENP7 protease; AID 434973; actives 1.5% (n = 330,000); Q9BQF6; recombinant SENP7, Z-RLRGG-aminoluciferin luminescence, 40 min; inhibition, % at 5 µM;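 active = inhibition above about 50% at the single test dose, limit read from the data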;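 also: plate controls were DMSO with enzyme for no effect and no enzyme buffer wells for full effect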
697 NFkB inh: inhibitors of the PMA/ionomycin-induced NF-kB reporter in 697 B cells. inhibition, % at 4 µM. 697 B-cell NF-kB luciferase reporter, 16 h. actives 0.33% (n = 330,000); in the data active = inhibition above about 35%
SENP8 inh: SENP8 protease inhibition; Q96LD8; purified SENP8, Z-RLRGG-aminoluciferin cleavage, luminescence; inhibition, % at 10 µM; actives 1.2% (n = 330,000)
UBC13 inh: blocks human UBC13 polyubiquitin chain formation. TR-FRET. actives 0.47% (n = 330,000). inhibition, % at 20 µM. P61088; in the data active = inhibition above about 45%, passing the limit was not always enough; inconclusive = no clear call, values can overlap the other calls
Target sequence (P61088 whole entry, looked up): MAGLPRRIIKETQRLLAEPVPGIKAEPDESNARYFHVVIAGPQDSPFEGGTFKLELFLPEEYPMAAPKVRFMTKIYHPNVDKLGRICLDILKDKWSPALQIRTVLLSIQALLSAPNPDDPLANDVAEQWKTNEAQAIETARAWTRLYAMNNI
Jurkat NFkB inh: lowers PMA/ionomycin-induced NF-kB signal in Jurkat cells. PMA/ionomycin-induced NF-kB luciferase reporter, luminescence. inhibition, % at 4 µM. actives 0.53% (n = 330,000)
* marks the source's active call; other numbers are inactive results; ? = inconclusive; / = not tested or not shown. Rule as the data show it, unless noted: active = inhibition above about 50%; inactive = the rest.

SMILES	HKDC1 inhibitor	Apaf-1 inh	Gli-Sufu block	SENP7 block	697 NFkB inh	SENP8 inh	UBC13 inh	Jurkat NFkB inh
CCOc1ccc(C(=O)N2CCCCCC2)cc1	-11	5	-9	1	10	-6	5	-20
COc1cc(S(=O)(=O)n2cnc(C)c2)ccc1Br	-6	-3	18	7	4	-1	8	9
CCN(C(=O)COC(=O)CN1C(=O)c2ccccc2C1=O)c1ccccc1	-5	3	-5	-17	21	-11	-10	4
O=C(/C=C/Nc1ccc(S(=O)(=O)Nc2ncccn2)cc1)c1ccc(Cl)c(Cl)c1	2	13	1	-1	1	-13	-11	9
C/C(CC(=O)NC1C2CC3CC(C2)CC1C3)=N\NC(=O)Cc1cccs1 (centres undefined)	-15	-9	-1	3	-6	-3	5	2
Cc1c(Cl)ccc2sc(N3CCN(C(=O)C4=COCCO4)CC3)nc12	-8	22	8	-1	8	2	10	9
COc1ccc2oc(=O)c(C(=O)NC(C)c3ccccc3)cc2c1 (centres undefined)	0	15	-9	8	-26	-2	11	-10
COc1ccc(S(=O)(=O)N2CCC(NC(=O)N3CCOCC3)CC2)cc1	-10	-8	5	-1	20	-6	0	-2
O=C(O)CC1c2ccccc2C=Cc2ccccc21	1	-4	-3	6	0	-1	-8	4
C#CCn1c(=NC(=O)c2cc(-c3cccs3)nc3ccccc23)sc2cc(S(N)(=O)=O)ccc21	-11	7	3	0	2	1	23	-6
O=C(NCC1CCCO1)c1ccc(-c2ccccc2Cl)o1 (centres undefined)	3	2	-65	10	-82	-5	0	-84
CCCCn1c(N)c(N(CCOC)C(=O)c2ccc(-c3ccc(C(C)=O)cc3)o2)c(=O)[nH]c1=O	2	7	-12	0	5	17	-3	-7
COc1ccccc1/C=C/C1=NC(=C\N(C)C)/C(=O)O1	-2	3	-14	9	-18	-13	-7	-12
COc1ccc(-n2nnnc2SCC#CCO)cc1	0	-2	-2	6	1	2	1	13
COc1ccc(S(=O)(=O)Nc2ccccc2N2CCOCC2)cc1OC	-2	-8	-3	9	12	-1	4	0
COc1ccccc1NC(=O)Cc1coc2cc(C)ccc12	4	7	-3	3	-4	0	2	-8
COC(=O)c1ccc(COc2ccccc2/C=N/NC(=O)c2cccnc2)cc1	13	14	2	-7	1	-9	-6	-20
CCN(C(=O)COC(=O)CCC(=O)c1ccccc1)c1c(N)n(Cc2ccccc2)c(=O)[nH]c1=O	-1	11	16	-6	-22	-10	-11	-17
COc1ccc(N2CCN(c3ncccc3C#N)CC2)cc1	-3	0	-7	2	-4	-9	7	9
COCC(=O)N(C)C[C@H]1N[C@@](Cc2ccccc2)(C(=O)OC)[C@H]2C(=O)N(Cc3ccccc3)C(=O)[C@@H]12	-3	-8	7	-4	6	2	10	-6
CCOC(=O)c1ccc(NC(=S)NN)cc1	-10	-7	-21	-4	4	-5	-4	1
CCOC(=O)C1=C(C)N(CCCCCC(=O)O)C(=O)NC1c1ccc([N+](=O)[O-])cc1 (centres undefined)	-5	-5	18	1	10	6	-2	0
C[n+]1cccc(C(=O)NNC(=O)C23CC4CC(CC(C4)C2)C3)c1	-6	5	3	0	8	-1	8	-6
O=C(Cc1cccs1)NNC(=S)NC(=O)c1ccc(F)c(F)c1	-13	-1	0	-1	9	-4	-7	13

Among those listed so far, these contain two or more sulfur atoms:
SMILES	HKDC1 inhibitor	Apaf-1 inh	Gli-Sufu block	SENP7 block	697 NFkB inh	SENP8 inh	UBC13 inh	Jurkat NFkB inh
C#CCn1c(=NC(=O)c2cc(-c3cccs3)nc3ccccc23)sc2cc(S(N)(=O)=O)ccc21	-11	7	3	0	2	1	23	-6
O=C(Cc1cccs1)NNC(=S)NC(=O)c1ccc(F)c(F)c1	-13	-1	0	-1	9	-4	-7	13

Remaining list, next part
SMILES	HKDC1 inhibitor	Apaf-1 inh	Gli-Sufu block	SENP7 block	697 NFkB inh	SENP8 inh	UBC13 inh	Jurkat NFkB inh
O=C(c1ccco1)N1CCN(C(=O)C2CCN(S(=O)(=O)c3cccc4nsnc34)CC2)CC1	-2	3	0	3	12	5	0	-3
NC(=O)c1nsc(C(=O)N(Cc2cccnc2)C(C(=O)NCc2ccc(F)cc2)c2ccc(F)cc2)c1N (centres undefined)	-1	13	24	-10	1	-8	-4	1
COc1ccc(C)cc1NC(=O)COC(=O)CCC(=O)c1cccs1	-4	-3	4	0	14	3	19	10
CCc1ccccc1NS(=O)(=O)c1ccc2c(c1)C(C)(C)C(=O)N2C	-3	-1	-2	-13	-5	-5	-4	6
COc1cc(/C=N/NC(=O)Cn2ccc(C(F)(F)F)n2)cc(OC)c1OC	-8	-13	2	3	-3	-2	5	-11
Cc1cc(NC(=O)CSc2c(C)[nH]c3ccccc23)no1	0	-5	11	-5	-5	-2	8	-9
CC(C)=C(NC(=O)c1ccccc1)C(N)=O	-5	-13	5	6	9	5	-2	6
O=c1c(C(c2ccc(Cl)cc2)c2c(O)nc3n(c2=O)CCS3)c(O)nc2n1CCS2	1	15	-3	-3	-3	0	-1	2
Cc1cc(C)cc(C(=O)OCC(=O)N2CCCCCC2)c1	-4	-7	-1	-5	20	0	5	6
Cc1cccc(C)c1N1CCN(S(=O)(=O)N2CCCCC2)CC1	-2	7	8	-8	-36	6	-11	-21
COc1ccc(C2=NOC(CN3C(=O)c4ccccc4S3(=O)=O)C2)cc1 (centres undefined)	9	13	3	9	-140	0	6	-30
COc1ccc(N2CCN(C(=O)COc3cccc4ccccc34)CC2)cc1	6	18	6	22	5	-18	-3	-6
COc1ccc(NC(=O)CSc2nc(=O)n(CCN(C)C)c3c2CCCC3)cc1OC	1	4	11	3	7	-8	2	12
O=S(=O)(Cc1ccccc1)C1CCCCC1O (centres undefined)	-5	-3	1	4	10	-1	5	-1
CCc1nn(CC(=O)N2CCC(C(N)=O)CC2)c(=O)c2cc3occc3n12	3	-15	4	-5	10	0	3	-3
CC1=CC(=C(C#N)c2nc3ccccc3s2)C=C(C)N1c1ccc(F)cc1F	3	37	-28	10	-107	-2	-28	-56
COC(=O)c1c(-c2ccc(C)cc2)csc1NC(=S)NC(=O)c1ccc(F)cc1	5	11	6	9	-24	-3	-12	-6
Cc1cc(C)cc(N(C(=O)CNC(=O)c2cccs2)C(C(=O)NC2CCCC2)c2cccnc2)c1 (centres undefined)	-4	-6	7	3	2	-2	2	14
COc1cc(NC(=O)c2cc3ccccc3o2)ccc1NC(=O)c1ccco1	-4	20	-31	12	18	-1	2	14
COc1cccc(C2=CC(c3ccc(OC)c(OC)c3OC)n3nnnc3N2)c1 (centres undefined)	5	11	-3	3	-9	1	4	-18
CCN(CC)C(=O)[C@H]1C[C@H](CC(=O)NCCCn2ccnc2)C(=O)N2CCc3c([nH]c4cc(CCC(=O)N(C)C)ccc34)[C@]12C	6	10	-8	8	-20	/	/	/
O=C(NCc1cccs1)c1cnn2cccnc12	-9	-1	-4	5	-2	-7	25	1
Oc1ccc(Cl)cc1CNCC1CCCO1 (centres undefined)	-6	-4	4	-7	14	-11	-3	-2
CCCN(CC(=O)Nc1ccccc1C)C(=O)c1nn(CC)c(=O)c2ccccc12	-2	11	4	-16	6	-15	-11	6
COc1ccc(NC(=S)c2ccccc2)cc1	-6	3	-60	0	-58	-4	6	-45
CCOC(=O)N1CCN(C(=O)C(C)(C)Oc2ccc(Cl)cc2)CC1	-4	7	-1	-5	-3	0	4	-22
COc1cc(SC)ccc1C(=O)OCC(=O)NC(=O)NC(C)C	-5	-15	24	-1	12	-3	17	8
COc1ccc(NS(=O)(=O)c2cc(NC(=O)c3ccco3)ccc2N2CCCC2)cc1	-5	-3	0	-2	-112	5	-10	62*
CC1(C)CC(=O)c2c(-c3cccnc3)n[nH]c2C1	-7	43*	-6	-6	7	-3	1	5
CCOP(=O)(OCC)c1ccc2c(c1)C(=O)c1ccccc1CC2	-4	9	-14	0	-1	-5	12	-3
Cc1ccc(N2C(=O)CC(Sc3ccccc3C(=O)O)C2=O)cc1C (centres undefined)	-9	12	-5	4	4	-3	7	2
COc1ccc(-c2n[nH]c(=S)n2Cc2ccccc2)cc1	-4	7	-5	-1	-4	-4	7	-6
CC1(C)CC(=NNC(=O)c2n[nH]c3c2CCC3)CC(C)(C)N1	-8	4	1	7	17	-2	0	1
CCOc1ccc(NS(=O)(=O)c2ccc(C(=O)N3CCN(c4ncccn4)CC3)cc2)cc1	-2	-14	28	-8	-31	1	11	20
CC(C)c1ccccc1NC(=O)CC1(CC(=O)O)CCCC1	-3	-2	3	-3	1	-2	4	-4
COCCNC(=O)C(c1ccc(C)o1)N(C(=O)c1snc(C(N)=O)c1N)c1ccc(C)cc1 (centres undefined)	-8	7	3	-11	-61	-17	36	-16
O=C1c2ccccc2C(=O)N1CCc1ccccn1	-8	-10	5	3	12	2	3	13
CCCC(=O)NC(C)c1nc2ccccc2n1CC (centres undefined)	-7	4	-5	1	0	2	4	1
CC(=O)N1CCN(C(=O)C2(NC(=O)Nc3ccc(C)cc3)CCCCC2)CC1	2	0	-12	5	8	6	-3	-3
CCOC(=O)C1(Cc2ccc(OC)cc2)CCN(C(=O)CCc2cnccn2)CC1	-9	-8	-4	-14	5	-3	-12	-4
COc1ccccc1N=Cc1c(C)[nH]n(-c2ccc(C)cc2C)c1=O	1	0	11	3	5	-2	-4	-8
CC(=O)c1ccc(NC(=O)COC(=O)/C=C/c2cccs2)cc1	-6	10	0	-4	-22	-18	-14	1
CCn1c(SCC(N)=O)nnc1-c1ccc(S(=O)(=O)N2CCN(C)CC2)cc1	1	-1	16	7	16	0	4	-8
O=C(OCc1cnc(Cl)s1)c1ccccc1Cl	-2	-17	-6	-2	20	0	7	16
Cc1ccc(Oc2ncccc2NC(=O)CC(CC(=O)O)c2ccccc2)c2c1CCC2 (centres undefined)	-11	-8	-1	1	-6	3	0	10
CCOc1ccc(-c2nnc3ccc(SCC(=O)N4CCCCC4)nn23)cc1	3	9	21	6	-13	-1	?	5
O=C(CCNC(=O)C1CCN(S(=O)(=O)c2ccc(F)cc2)CC1)NCc1ccc(F)cc1	-5	0	-21	-6	1	-6	6	6
Nc1nonc1-n1nnc(C(=O)N/N=C/c2ccc(Cl)cc2Cl)c1CN1CCCC1	-4	11	49	-6	-7	-4	-1	-12
CC(C)=CC(=O)N1CCC(n2nccc2NC(=O)CCc2ccccc2)CC1	-3	9	2	-13	-18	-14	0	-6
Cc1cc(C(=O)N/N=C/c2cc(Br)cc([N+](=O)[O-])c2O)c2ccccc2n1	7	6	-1	2	10	1	-35	11
Cn1c(=O)c2c(nc(N3CCCCCC3)n2CC(=O)c2ccc(Br)cc2)n(C)c1=O	-4	11	16	1	-15	-9	-6	4
CC1=Nc2ccc(Br)cc2C(c2ccccc2)N1CC(=O)O (centres undefined)	0	0	3	7	8	-5	12	4
Cc1c(Cl)cccc1NC(=O)CN1CCC(C(O)(c2ccccc2)c2ccccc2)CC1	-6	16	-4	1	6	-5	8	19
CCC(CC)C(=O)Nc1cccc(S(=O)(=O)c2cccc(NC(=O)C(CC)CC)c2)c1	6	11	5	-7	-52	1	-24	-13
COc1ccc(C(O)C(CN2CCOCC2)c2ccccc2)cc1 (centres undefined)	5	6	-1	-9	-17	2	-3	13
COc1ccc(Cc2nnc(NC(=O)c3cccc(F)c3)s2)cc1OC	1	2	1	6	5	9	3	-23
CCCC1=NN(C(=O)Cc2ccc([N+](=O)[O-])cc2)C(O)(C(F)(F)F)C1 (centres undefined)	11	4	-9	-5	-15	-3	-4	-5

Limited to HKDC1 inhibitor, SENP8 inh and Gli-Sufu block, for three of the compounds above:
smiles | HKDC1 inhibitor | SENP8 inh | Gli-Sufu block
COc1ccc(C(O)C(CN2CCOCC2)c2ccccc2)cc1 (centres undefined) | 5 | 2 | -1
COc1ccc(Cc2nnc(NC(=O)c3cccc(F)c3)s2)cc1OC | 1 | 9 | 1
CCCC1=NN(C(=O)Cc2ccc([N+](=O)[O-])cc2)C(O)(C(F)(F)F)C1 (centres undefined) | 11 | -3 | -9
